CHRM1 PAM: human CHRM1 positive allosteric modulation; P11229; hit rate 0.088% among 360,000; CHO-K1 hM1, Fluo-8 calcium fluorescence, ACh EC20; 0% = ACh EC20, 100% = maximal ACh; activation, % at 3 µM; AID 588819; in the data active = activation above about 19%, passing the limit was not always enough
Target sequence (P11229 whole entry, looked up): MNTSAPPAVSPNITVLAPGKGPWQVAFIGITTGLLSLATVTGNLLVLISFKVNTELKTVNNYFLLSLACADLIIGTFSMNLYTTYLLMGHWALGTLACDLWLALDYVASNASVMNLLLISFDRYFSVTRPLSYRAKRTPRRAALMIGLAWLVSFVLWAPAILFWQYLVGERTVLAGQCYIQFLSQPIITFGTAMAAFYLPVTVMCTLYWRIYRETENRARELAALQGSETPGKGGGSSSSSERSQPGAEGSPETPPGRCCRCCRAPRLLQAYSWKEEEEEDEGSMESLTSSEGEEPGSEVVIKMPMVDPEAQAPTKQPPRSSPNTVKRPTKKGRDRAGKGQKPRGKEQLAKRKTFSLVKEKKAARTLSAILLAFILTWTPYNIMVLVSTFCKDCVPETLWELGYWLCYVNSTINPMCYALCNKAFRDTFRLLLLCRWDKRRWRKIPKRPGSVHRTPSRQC
M5 PAM: potentiates acetylcholine response at human M5 receptor; P08912; CHO-K1 hM5, Fluo-8 calcium, ACh EC20 PAM; 0% = ACh EC20, 100% = ACh EC100; activation, % at 3 µM; hit rate 0.3% among 360,000;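 active = activation above the run cutoff, the mean activation of all test compounds plus 3 SD, cut at about 18% in these data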
Target sequence (P08912 whole entry, looked up): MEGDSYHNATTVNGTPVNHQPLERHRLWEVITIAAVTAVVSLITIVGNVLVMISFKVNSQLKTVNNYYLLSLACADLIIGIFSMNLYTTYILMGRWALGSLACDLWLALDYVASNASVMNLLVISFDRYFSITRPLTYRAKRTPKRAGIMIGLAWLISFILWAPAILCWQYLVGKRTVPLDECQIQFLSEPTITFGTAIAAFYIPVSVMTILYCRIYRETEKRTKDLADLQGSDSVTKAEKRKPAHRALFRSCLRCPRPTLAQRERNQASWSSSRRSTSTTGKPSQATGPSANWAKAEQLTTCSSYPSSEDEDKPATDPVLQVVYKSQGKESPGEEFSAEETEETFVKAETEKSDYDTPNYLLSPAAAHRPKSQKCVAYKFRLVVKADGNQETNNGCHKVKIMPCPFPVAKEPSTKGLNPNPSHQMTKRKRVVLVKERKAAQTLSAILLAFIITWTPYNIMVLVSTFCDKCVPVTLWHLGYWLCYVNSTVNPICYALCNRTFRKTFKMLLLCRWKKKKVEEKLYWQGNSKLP
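Assay system: CHO-K1 hM5 cells. Also added: acetylcholine at EC20 concentration, added after compound. Dosing: 3 µM, single dose. Times: compound preincubation 140 s before EC20 acetylcholine addition. Signal: Fluo-8 calcium fluorescence. Measure: % activation relative to EC20 and EC100 ACh responses. Repeats: singlicate, one well per test compound.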
CHRM4 antagonist: antagonists of human muscarinic M4 receptor (CHRM4); inhibition, % at 3 µM; CHO-hM4 cells, ACh EC80, Fluo-8 calcium fluorescence; AID 624125; P08173; hit rate 0.73% among 360,000;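 active = inhibition above its plate's cutoff, the mean inhibition of sample wells plus 3 SD, cut at about 27% in these data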;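 note: 0% = acetylcholine EC80 with DMSO and 100% = DMSO without agonist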
CHRM4 agonist: agonists of human muscarinic M4 receptor (CHRM4). P08173. CHO-K1 hM4/Gqi5, Fluo-8 calcium fluorescence; vehicle 0%, full acetylcholine response 100%. activation, % at 3 µM. hit rate 0.14% among 360,000. AID 624127;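 active = activation above the run mean over all test wells plus 3 SD, cut at about 32% in these data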;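 note: peak over basal fluorescence ratio per well then scaled between controls; 0% = DMSO wells and 100% = acetylcholine at EC100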
CRFR2-BP antag: antagonists of CRF-binding protein/CRF-R2 receptor complex; HEK293 CRF-R2/CRF-BP, CRF-induced calcium fluorescence; inhibition, % at 11.8 µM; hit rate 0.59% among 350,000; AID 588475;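 active = inhibition of the ligand-induced calcium signal above about 50% at the single tested concentration, limit read from the data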
CRFBP-R2 agonist: agonists of human CRF-binding protein/CRF-R2 receptor complex. HEK293 CRF-R2/CRF-BP, calcium dye fluorescence (FLIPR); percent of saturating CRF peptide response. AID 588473. hit rate 0.46% among 350,000. activation, % at 13.2 µM;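 active = activation of at least 50%, plus an integration ratio under a set limit after plate pattern correction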;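 note: plate controls were neutral control wells without compound for no effect and CRF at EC100 for full effect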
M5 ag: CHRM5 agonism in calcium assay. CHO-K1 hM5 cells, Fluo-8 calcium fluorescence; 0% DMSO wells, 100% maximal acetylcholine response. activation, % at 3 µM. hit rate 0.19% among 360,000. AID 624037;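 active = activation above the run's mean over test compounds plus 3 SD, cut at about 23% in these data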;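 note: signal is peak over basal fluorescence ratio across the kinetic read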
M5 antag: blocks acetylcholine activation of human M5 receptor | hit rate 0.59% among 360,000 | inhibition, % at 3 µM | P08912 | CHO-hM5 cells, Fluo-8 calcium fluorescence, ACh EC80;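 active = inhibition above a per-plate cutoff, the mean of that plate's test compounds plus 3 SD, cut at about 27% in these data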;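 note: 0% = acetylcholine EC80 with DMSO and 100% = DMSO without agonist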
M4 PAM: potentiates acetylcholine response at human M4 receptor. P08173. CHO-K1 hM4/Gqi5, Fluo-8 calcium fluorescence, ACh EC20; 0% = ACh EC20, 100% = maximal ACh. activation, % at 3 µM. hit rate 0.4% among 360,000;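 active = activation above its plate's cutoff, the mean activation of sample wells plus 3 SD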; note: some results filed as inactive read as strong as hits
* marks the source's active call; other numbers are inactive results. Outcome played no part in choosing rows; overall some 2.6% were active at least once.

Results for CCN(CC)Cc1cc(NC2=NS(=O)(=O)c3ccccc32)ccc1OC(=O)c1ccccc1 ?
CHRM1 PAM: -1; M5 PAM: 3; CHRM4 antagonist: -5; CHRM4 agonist: 0; CRFR2-BP antag: 20; CRFBP-R2 agonist: -0.7; M5 ag: -1; M5 antag: 2; M4 PAM: 0

How did O=[N+]([O-])c1cc([N+](=O)[O-])c2cc(-c3cccnc3)[nH]c2c1 do in these assays?
CHRM1 PAM: -2; M5 PAM: -2; CHRM4 antagonist: -2; CHRM4 agonist: 3; CRFR2-BP antag: 10; CRFBP-R2 agonist: -0.1; M5 ag: 3; M5 antag: 8; M4 PAM: -4

How did Cc1cccc(CN2CCc3c([nH]c4ccccc34)C2C(C)(C)C)n1 (configuration not stated) do in these assays?
CHRM1 PAM: -1; M5 PAM: -6; CHRM4 antagonist: 3; CHRM4 agonist: 1; CRFR2-BP antag: -7; CRFBP-R2 agonist: 0.0; M5 ag: -2; M5 antag: -2; M4 PAM: -5

How did O=C1C2=C(CCCC2)C(=O)N1CNc1ccccc1 do in these assays?
CHRM1 PAM: 9; M5 PAM: -2; CHRM4 antagonist: -11; CHRM4 agonist: 1; CRFR2-BP antag: 47; CRFBP-R2 agonist: -1.2; M5 ag: 0; M5 antag: 8; M4 PAM: 8

What do the screens show for `CCCOc1ccc(N2C(=O)CC(N3CCN(c4nc5ccccc5s4)CC3)C2=O)cc1` (configuration not stated)?
CHRM1 PAM: 2; M5 PAM: -3; CHRM4 antagonist: -1; CHRM4 agonist: 1; CRFR2-BP antag: -23; CRFBP-R2 agonist: -0.1; M5 ag: -2; M5 antag: 3; M4 PAM: -1

What do the screens show for `Cc1ccc(C(=O)O)cc1S(=O)(=O)NCC1CCCO1` (configuration not stated)?
CHRM1 PAM: 7; M5 PAM: 4; CHRM4 antagonist: 0; CHRM4 agonist: 0; CRFR2-BP antag: -7; CRFBP-R2 agonist: -0.8; M5 ag: 2; M5 antag: -3; M4 PAM: 7

How did Cc1cc(-c2cccs2)c2c(N)c(C(=O)c3ccc4c(c3)OCO4)sc2n1 do in these assays?
CHRM1 PAM: -12; M5 PAM: -1; CHRM4 antagonist: -3; CHRM4 agonist: 1; CRFR2-BP antag: -197; CRFBP-R2 agonist: 109*; M5 ag: 0; M5 antag: -3; M4 PAM: -1

What do the screens show for `CN(CCc1ccccc1)C(=O)c1cccc(NC(=O)Cc2cccc(NC(=O)C3CCCN(C(=O)C4CCCC4)C3)c2)c1` (configuration not stated)?
CHRM1 PAM: 1; M5 PAM: -5; CHRM4 antagonist: 8; CHRM4 agonist: 3; CRFR2-BP antag: 6; CRFBP-R2 agonist: 0.4; M5 ag: -1; M5 antag: 6; M4 PAM: -6

What do the screens show for `CSCCC(NC(=O)C12CC3CC(CC(C3)C1)C2)C(=O)OCC(=O)c1ccc(Cl)cc1` (configuration not stated)?
CHRM1 PAM: 6; M5 PAM: 4; CHRM4 antagonist: -7; CHRM4 agonist: 1; CRFR2-BP antag: 0; CRFBP-R2 agonist: -1.2; M5 ag: -2; M5 antag: -2; M4 PAM: 14

How did CC(C)CCNC(=O)c1ccc(C2SCC(=O)N2Cc2ccco2)cc1 (configuration not stated) do in these assays?
CHRM1 PAM: 8; M5 PAM: -4; CHRM4 antagonist: 3; CHRM4 agonist: 0; CRFR2-BP antag: 0; CRFBP-R2 agonist: 0.8; M5 ag: -5; M5 antag: 6; M4 PAM: -11

What do the screens show for `O=C1CCC/C1=C/Nc1cccc(F)c1`?
CHRM1 PAM: 9; M5 PAM: 1; CHRM4 antagonist: 0; CHRM4 agonist: 0; CRFR2-BP antag: 20; CRFBP-R2 agonist: -2.9; M5 ag: 2; M5 antag: 7; M4 PAM: 7

Results for CCCC(=O)N1CCCC1(C)C(=O)NCCc1ccccn1 (configuration not stated) ?
CHRM1 PAM: 7; M5 PAM: -3; CHRM4 antagonist: -2; CHRM4 agonist: 1; M5 ag: 1; M5 antag: -2; M4 PAM: 3

What do the screens show for `COc1ccc(NC(=O)NNC(=O)COc2cc(C)c(Cl)c(C)c2)c(OC)c1`?
CHRM1 PAM: 9; M5 PAM: -4; CHRM4 antagonist: 8; CHRM4 agonist: 1; CRFR2-BP antag: -7; CRFBP-R2 agonist: -0.6; M5 ag: -1; M5 antag: 17; M4 PAM: -2

Results for COc1ccc(S(=O)(=O)NCc2ccncc2)cc1NC(=O)c1ccccc1 ?
CHRM1 PAM: 15; M5 PAM: 0; CHRM4 antagonist: -17; CHRM4 agonist: 2; CRFR2-BP antag: -5; CRFBP-R2 agonist: -0.4; M5 ag: 0; M5 antag: 1; M4 PAM: 5

How did COc1ccc(CCC(=O)O)cc1OC do in these assays?
CHRM1 PAM: 5; M5 PAM: 7; CHRM4 antagonist: 4; CHRM4 agonist: 1; CRFR2-BP antag: -12; CRFBP-R2 agonist: 0.9; M5 ag: 6; M5 antag: 0; M4 PAM: -3

Results for CC[n+]1c(/C=C/c2ccc(OC(C)=O)c(OC)c2)ccc2ccccc21 ?
CHRM1 PAM: 2; M5 PAM: -2; CHRM4 antagonist: -12; CHRM4 agonist: 0; CRFR2-BP antag: 1; CRFBP-R2 agonist: 1.0; M5 ag: -4; M5 antag: 6; M4 PAM: -1

What do the screens show for `COc1cc(Cl)c(C)cc1NC(=O)CSC`?
CHRM1 PAM: 7; M5 PAM: 4; CHRM4 antagonist: 0; CHRM4 agonist: -2; CRFR2-BP antag: 14; CRFBP-R2 agonist: -4.7; M5 ag: -2; M5 antag: 2; M4 PAM: 3

What do the screens show for `Cc1c(C(=O)N2CCOCC2)sc(NC(=O)c2ccc3c(c2)OCO3)c1C#N`?
CHRM1 PAM: -5; M5 PAM: -1; CHRM4 antagonist: 2; CHRM4 agonist: 1; CRFR2-BP antag: 6; CRFBP-R2 agonist: 1.0; M5 ag: 1; M5 antag: -3; M4 PAM: -4

How did O=C(NCC(c1ccco1)N1CCc2ccccc2C1)c1cccc([N+](=O)[O-])c1 (configuration not stated) do in these assays?
CHRM1 PAM: -11; M5 PAM: -5; CHRM4 antagonist: 8; CHRM4 agonist: 7; CRFR2-BP antag: 30; CRFBP-R2 agonist: -0.3; M5 ag: -3; M5 antag: 4; M4 PAM: -7

Results for Cc1c(C)n(CC(O)CN2CCCCCC2)c2ccccc12 (configuration not stated) ?
CHRM1 PAM: -6; M5 PAM: 1; CHRM4 antagonist: 6; CHRM4 agonist: 2; CRFR2-BP antag: -1; CRFBP-R2 agonist: -1.3; M5 ag: -15; M5 antag: 7; M4 PAM: 1

What do the screens show for `CC(C)Cn1cc(C(=O)N2CCOCC2)c2c3ccccc3n(C)c2c1=O`?
CHRM1 PAM: 2; M5 PAM: -1; CHRM4 antagonist: 3; CHRM4 agonist: 3; CRFR2-BP antag: -2; CRFBP-R2 agonist: 1.7; M5 ag: 4; M5 antag: -10; M4 PAM: -9

Results for Cc1ccc(S(=O)(=O)N2CCC(C(=O)N[C@@H](C)C(=O)NC3CCCCC3)CC2)cc1 ?
CHRM1 PAM: 4; M5 PAM: -8; CHRM4 antagonist: 11; CHRM4 agonist: 0; CRFR2-BP antag: 0; CRFBP-R2 agonist: 1.9; M5 ag: -6; M5 antag: -3; M4 PAM: -1

What do the screens show for `Cc1ccc(S(=O)(=O)NCCc2ccncc2)cc1C`?
CHRM1 PAM: -3; M5 PAM: -7; CHRM4 antagonist: 9; CHRM4 agonist: 1; CRFR2-BP antag: -7; CRFBP-R2 agonist: 5.5; M5 ag: -8; M5 antag: 1; M4 PAM: -8

How did O=C(NCC1CCCO1)NC12CC3CC(CC(C3)C1)C2 (configuration not stated) do in these assays?
CHRM1 PAM: -5; M5 PAM: -1; CHRM4 antagonist: 9; CHRM4 agonist: 0; CRFR2-BP antag: 47; CRFBP-R2 agonist: -0.1; M5 ag: 2; M5 antag: 4; M4 PAM: -2

What do the screens show for `COc1ccc(CC(=O)N(C)c2ccccc2)cc1S(=O)(=O)N1CCOCC1`?
CHRM1 PAM: -5; M5 PAM: -6; CHRM4 antagonist: -3; CHRM4 agonist: 2; CRFR2-BP antag: -13; CRFBP-R2 agonist: -0.6; M5 ag: 1; M5 antag: 5; M4 PAM: -3

Results for N#CC(=C(O)CN1CCN(c2ccccc2F)CC1)c1nc(-c2ccc(Cl)cc2)cs1 ?
CHRM1 PAM: -7; M5 PAM: -2; CHRM4 antagonist: 2; CHRM4 agonist: 0; CRFR2-BP antag: 19; CRFBP-R2 agonist: -2.4; M5 ag: 1; M5 antag: 14; M4 PAM: 0

What do the screens show for `COc1ccc(-n2nnnc2CNC(=O)c2ccc3ccccc3c2)cc1`?
CHRM1 PAM: 8; M5 PAM: 0; CHRM4 antagonist: -10; CHRM4 agonist: 5; CRFR2-BP antag: -12; CRFBP-R2 agonist: -1.2; M5 ag: -4; M5 antag: 6; M4 PAM: 9

How did CCCc1nc(NC(C)=O)c(C#N)c(-c2ccco2)c1CC do in these assays?
CHRM1 PAM: 8; M5 PAM: -3; CHRM4 antagonist: 12; CHRM4 agonist: -1; CRFR2-BP antag: -4; CRFBP-R2 agonist: -0.2; M5 ag: -2; M5 antag: 0; M4 PAM: -1

What do the screens show for `CC(=O)NCCn1c(SCC(=O)NCCC(C)C)nc2ccccc2c1=O`?
CHRM1 PAM: 6; M5 PAM: 7; CHRM4 antagonist: 0; CHRM4 agonist: 1; CRFR2-BP antag: -5; CRFBP-R2 agonist: 0.6; M5 ag: 5; M5 antag: 0; M4 PAM: 16

Results for O=C(NCC(=O)N(c1ccccc1F)C(C(=O)NCC1CCCO1)c1ccccc1)c1ccco1 (configuration not stated) ?
CHRM1 PAM: -7; M5 PAM: -14; CHRM4 antagonist: -4; CHRM4 agonist: 12; CRFR2-BP antag: -6; CRFBP-R2 agonist: -0.9; M5 ag: 3; M5 antag: 5; M4 PAM: -14

Results for Clc1ccc(-c2c[n+](Cc3ccc(Cl)cc3Cl)c3n2CCCCC3)cc1 ?
CHRM1 PAM: -21; M5 PAM: -24; CHRM4 antagonist: 10; CHRM4 agonist: -1; CRFR2-BP antag: 6; CRFBP-R2 agonist: -1.8; M5 ag: -19; M5 antag: 24; M4 PAM: -40

What do the screens show for `O=C(Oc1cc(=O)oc2ccccc12)c1cccnc1Cl`?
CHRM1 PAM: 7; M5 PAM: 0; CHRM4 antagonist: 2; CHRM4 agonist: 1; CRFR2-BP antag: 4; CRFBP-R2 agonist: 0.3; M5 ag: 4; M5 antag: -1; M4 PAM: -1

Results for Cc1ccc(-c2nc3ccc(Cl)cc3c(=O)n2O)cc1 ?
CHRM1 PAM: 10; M5 PAM: -8; CHRM4 antagonist: -3; CHRM4 agonist: 2; CRFR2-BP antag: 0; CRFBP-R2 agonist: 3.2; M5 ag: -2; M5 antag: 22; M4 PAM: 1

Results for COc1ccc(CCC(=O)OCC(=O)Nc2c(C)nn(-c3ccccc3)c2C)cc1 ?
CHRM1 PAM: 0; M5 PAM: 2; CHRM4 antagonist: -7; CHRM4 agonist: 9; CRFR2-BP antag: -19; CRFBP-R2 agonist: -0.9; M5 ag: 4; M5 antag: -6; M4 PAM: -4

Screening data from PubChem.
